CASP6 VEID inh – human caspase-6 inhibitors, primary screen, biochemical, VEID-R110 fluorescence, single point, set 2; P55212; purified caspase-6, Z-VEID-R110 cleavage fluorescence; inhibition, % at 12.5 µM; actives 0.53% (n = 350,000); AID 686996, 2013;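 active = mean inhibition across replicates at least about 35%, with every replicate also reaching that limit, limit read from the data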;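 also: 0% = median of neutral control wells and 100% = no fluorescence left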
Target sequence (P55212 24-179 limits assumed): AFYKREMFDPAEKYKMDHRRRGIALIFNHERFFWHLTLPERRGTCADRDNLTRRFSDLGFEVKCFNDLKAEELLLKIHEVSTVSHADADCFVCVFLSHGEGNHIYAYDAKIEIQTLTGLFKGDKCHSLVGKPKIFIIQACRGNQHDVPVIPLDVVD
Target sequence (P55212 194-293 limits assumed): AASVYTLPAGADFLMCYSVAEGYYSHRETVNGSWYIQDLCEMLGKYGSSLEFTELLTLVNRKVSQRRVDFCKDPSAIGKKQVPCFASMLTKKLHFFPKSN
miR122 inh – miR-122 Renilla sensor signal increase in Huh7, primary screen, miR-122 inhibitor project, cell-based, single point, plate reader; Huh7 miR-122 Renilla luciferase sensor, 48 h; neutral wells = 0, positive control = 100; activation (reporter increase), % at 12.5 µM; actives 0.3% (n = 340,000);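 active = mean replicate activation score at least 90 and every replicate individually at or above 90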;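 also: higher luciferase means less miR-122 activity so hits act as miR-122 inhibitors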
PGC1a acetyl inh – inhibitors of PGC1a acetylation signal, primary screen, cell-based, U2OS, AlphaScreen, inhibitor mode | inhibition, % at 15.6 µM | AlphaScreen anti-acetyl-lysine; with virally co-expressed GCN5 acetyltransferase | actives 0.17% (n = 350,000) | AID 651687, 2012;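 active = every replicate shows inhibition of at least 40%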;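 also: 0% = neutral control wells and 100% = positive control wells; some results beyond the cut were filed as inactive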
LGR2 antag – inhibitors of bursicon-induced LGR2 CRE-luciferase signal, primary screen, cell-based, HEK293, CRE-luciferase reporter, bursicon stimulation | inhibition, % at 9.99 µM | bursicon-stimulated, 4 h | actives 0.35% (n = 380,000) | AID 720647, 2013 | Drosophila bursicon receptor LGR2 (rickets);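 active = drop in luminescence signal, shown as inhibition above about 50% in the replicate tests, limit read from the data, passing the limit was not always enough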;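 also: agonist challenge used bursicon conditioned medium at about half maximal strength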
PAX8 inh HTS – inhibitors of PAX8-driven TPO luciferase reporter, primary screen, RMG-I cells, single concentration; SteadyGlo, 24 h; inhibition, % at 12.6 µM; actives 1.2% (n = 360,000); AID 652154, 2013;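 active = mean replicate inhibition at least 60% with every replicate also reaching 60%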;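 also: luciferase light reporting Pax8 driven TPO promoter activity; plate controls were median of neutral control wells for no effect and mitoxantrone controls for full effect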
FN deposition inh – inhibitors of fibronectin matrix deposition, primary screen, AH1F cells, Alexa488-fibronectin fluorescence, plate reader | inhibition, % at 12.6 µM | AID 743247, 2014 | AH1F fibroblasts, overnight | actives 0.086% (n = 350,000);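 active = mean inhibition across replicates of 30% or more, regardless of how many single replicates reach that level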;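 also: positive control wells lacked labelled fibronectin entirely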
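Assay system: AH1F fibroblasts assembling fluorescent fibronectin matrix; Amount: 10000 AH1F cells per well; Buffer or medium: DMEM, 2% serum; Probe or stimulus: Alexa488-fibronectin, 24 nM final in well; Doses: single compound dose, delivered by pin transfer; Incubation: 1 h adhesion, overnight exposure; Measured by: fluorescence 485/525 nm; Read-out: fibronectin deposition inhibition.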
Cneo AK release – Cryptococcus neoformans cell lysis inducers, primary screen, AK release luminescence, single concentration | AID 651654, 2012 | lysis activity, % at 15 µM | actives 0.2% (n = 360,000) | C. neoformans lysis, adenylate kinase release luminescence, 4 h; normalised: neutral wells 0, clomiphene wells 100;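 active = mean lysis activity across replicates of at least 80%, whatever share of replicates individually reach that level; inactive = mean lysis activity below 80%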
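Assay system: Cryptococcus neoformans yeast cells / Dosing: single-point compound dose / Timing: 4 h at 37 °C static, read 1 h later / Measured by: luminescence of released adenylate kinase using an AK detection reagent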
EWS-Fli block – EWS/Fli-driven NR0B1 reporter inhibitors, primary screen, A673 cells, NR0B1 luciferase, luminescence, MLPCN library | viability-normalised | inhibition, % at 12.6 µM | actives 0.67% (n = 350,000) | AID 651661, 2012;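 active = mean inhibition of at least 50% after viability correction, with every replicate also passing that limit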;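 also: firefly luciferase signal divided by Alamar Blue viability fluorescence both relative to DMSO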
* hit, by the source's call; . = no result given; [ ] = remark or other dose. Outcome played no part in choosing rows; 2.5% or so of the library scored in one or more.

SMILES	CASP6 VEID inh	miR122 inh	PGC1a acetyl inh	LGR2 antag	PAX8 inh HTS	FN deposition inh	Cneo AK release	EWS-Fli block
CCCNC(=O)[C@H]1[C@H](CO)[C@H]2Cn3c(ccc(C4=CCCCC4)c3=O)[C@@H]1N2	1	1[16.7 µM]	7	-1	-8	.	12	-6
O=C(NCCN1C(=O)S/C(=C\c2ccc(OC(F)F)cc2)C1=O)[C@@H]1CCCN1C(=O)c1cccs1	2	.	.	8	4	-2	.	19
CC(C)C#Cc1ccc2c(c1)O[C@@H](CN(C)C)[C@@H](C)CN([C@@H](C)CO)S2(=O)=O	.	.	-9	4	-20	.	55	7
Cc1ccc(-c2ccc(CCC(=O)O)n2-c2cccc(O)c2)cc1	.	1	-1	.	.	-1	-8	.
Fc1ccccc1NC(=S)Nc1cccnc1	6	.	-3	-18	-13	-2	.	-1
O=C(CN1CCN(Cc2ccccc2)CC1)N/N=C/c1cccnc1	-1	.	.	11	1	-14	.	7
Cc1cccc(C(=O)Nc2ccnc(-c3cccnc3)n2)c1	3	1	.	13	-13	20	-4	8
CCOC(=O)c1sc(C)c(C(=O)NC2CCCCC2)c1N	.	3	5	-26	.	.	-3	.
COc1ccc2c3c(n(C)c2c1)[C@@H](CO)N(Cc1ccccc1OC)CC31CCN(C(=O)C2CC2)CC1	-2	.	-6	-13	6	.	.	3
CN(c1cccc(NC(=O)CCSc2ccccc2)c1)S(C)(=O)=O	1	.	-14	-8	.	.	0	-27
CCOc1ccccc1NS(=O)(=O)c1ccc2[nH]c(=O)[nH]c2c1	0	.	.	2	-7	-9	-3	-4
CO[C@@H]1CN(C)C(=O)c2cc(NC(=O)c3ccccc3)ccc2OC[C@H](C)N(C(=O)CN(C)C)C[C@H]1C	1	-3[16.7 µM]	-9	4	.	6	0	-2
N#CC(C#N)=C1C=CC=CN1/C(=C\c1ccco1)C(=O)c1ccc(Cl)cc1	0	.	.	105*	.	36*	.	86*
CC(=O)Nc1ccc(Nc2nc(-c3sc(NC(C)=O)nc3C)cs2)cc1	2	-27	-19	5	18	2	-1	6
CCc1ccc(NC(=O)Cc2c(C(=O)O)n(C)c3ccccc23)cc1	2	-1	34	11	9	0	-1	-7
Nc1nc2ccc(Cc3ccncc3)cc2s1	-1	-5	.	-22	-87	-3	-2	-55
C[C@@H]1CCCCO[C@@H](CN(C)Cc2ccncc2)[C@@H](C)CN([C@@H](C)CO)C(=O)c2cc(NC(=O)NC3CCCCC3)ccc2O1	1	5[16.7 µM]	11	-1	-10	-2	-3	1
CCOc1nc(NC(=O)NC(=O)c2ccccc2)nc(-c2ccccc2)n1	3	-1	-7	-15	39	2	0	6
CCc1c(C(=O)NCCc2cccc(C)c2)[nH]c(C)c1C(C)=O	-3	.	.	-10	-3	7	0	-51
CCOc1cc(S(=O)(=O)N(CC)CC)ccc1F	.	4	2	.	.	3	0	.
CC(C)NCc1cc(Br)ccc1OCc1ccccc1	7	1	.	-6	15	-10	.	1
O=C(Cc1ccccn1)NCC[C@H]1CC[C@H](NS(=O)(=O)c2ccccc2)[C@@H](CO)O1	-2	.	-2	22	-4	.	42	-1
Cc1ccccc1C(=O)Nc1ccc2nc3n(c(=O)c2c1)CCC3	0	-4	-1	-18	-34	0	-1	-24
O=C(Nc1nncs1)C1COc2ccccc2O1 (configuration not stated)	.	5	2	.	.	3	0	.

As entered above:
Result for N#CC(C#N)=C1C=CC=CN1/C(=C\c1ccco1)C(=O)c1ccc(Cl)cc1 under CASP6 VEID inh: 0
Result for CC(=O)Nc1ccc(Nc2nc(-c3sc(NC(C)=O)nc3C)cs2)cc1 under PGC1a acetyl inh: -19
Result for CCOc1nc(NC(=O)NC(=O)c2ccccc2)nc(-c2ccccc2)n1 under PAX8 inh HTS: 39
Result for O=C(Cc1ccccn1)NCC[C@H]1CC[C@H](NS(=O)(=O)c2ccccc2)[C@@H](CO)O1 under EWS-Fli block: -1
Result for CC(C)NCc1cc(Br)ccc1OCc1ccccc1 under EWS-Fli block: 1

Continuation.
SMILES	CASP6 VEID inh	miR122 inh	PGC1a acetyl inh	LGR2 antag	PAX8 inh HTS	FN deposition inh	Cneo AK release	EWS-Fli block
CCOC(=O)C1=NN(C(=O)Cc2ccccc2)C(O)(c2ccc(Cl)cc2)C1 (configuration not stated)	.	-3	0	18	8	7	3	.
CCc1ccc(OCC(=O)NNC(=O)C2CCC2)cc1	-2	-6	.	-3	-4	6	2	-4
O=C(N/N=C/c1cc2c(cc1Br)OCO2)c1cc2ccccc2o1	-1	6	32	-48	-107	-17	3	.
Cc1ccc2c(c1)C(=O)C(=O)N2Cc1ccc(Cl)cc1	-1	-4	-1	3	14	11	-5	12
COc1cccc(-c2ccc(C#N)c(SCC(=O)NCCc3ccccc3)n2)c1	-1	-6	-4	-2	20	2	4	1
CCOC(=O)c1ccc(NC(=O)NCc2ccccn2)cc1	0	4	-3	-6	-20	4	-1	-15
CN(C)S(=O)(=O)c1ccc(C(=O)NCc2nc3ccccc3s2)cc1	1	5	-7	-17	19	0	-1	4
COC(=O)CN=Cc1c(O)n(-c2ccc(Cl)cn2)c(=O)c2ccccc12	1	.	9	-1	11	3	.	-5
COc1ccc(-c2csc(C(C)(O)c3ccccc3)n2)cc1OC (configuration not stated)	0	2	-3	-51	-34	12	-3	-22
COC(=O)c1nc(-c2ccccc2)oc1N1CCOCC1	17	.	5	2	0	-8	.	2
C/C=C(\C)CN1CCC(n2nccc2NC(=O)c2ccc3c(c2)OCO3)CC1	-4	4	3	-4	11	-4	-5	.
CO[C@@H]1CN(C)C(=O)c2ccc(NS(C)(=O)=O)cc2OC[C@@H](C)N(C(=O)C2CC2)C[C@H]1C	-2	.	10	6	4	-3	-1	-8

Shown with bars between the fields: two of the compounds above.
Structure | CASP6 VEID inh | miR122 inh | PGC1a acetyl inh | LGR2 antag | PAX8 inh HTS | FN deposition inh | Cneo AK release | EWS-Fli block
CCOC(=O)C1=NN(C(=O)Cc2ccccc2)C(O)(c2ccc(Cl)cc2)C1 (configuration not stated) | . | -3 | 0 | 18 | 8 | 7 | 3 | .
COC(=O)c1nc(-c2ccccc2)oc1N1CCOCC1 | 17 | . | 5 | 2 | 0 | -8 | . | 2

Going on with the list.
SMILES	CASP6 VEID inh	miR122 inh	PGC1a acetyl inh	LGR2 antag	PAX8 inh HTS	FN deposition inh	Cneo AK release	EWS-Fli block
O=C(C[C@H]1CC[C@@H](NC(=O)C2CC2)[C@@H](CO)O1)NC1CCC1	-1	-5[16.7 µM]	0	-3	5	-11	1	-6
C[C@H]1CN([C@@H](C)CO)C(=O)c2cc(-c3cccnc3)cnc2O[C@@H]1CN(C)Cc1ccc(-c2ccccc2)cc1	-1	.	-1	0	.	.	-13	-3
CN1CCN(S(=O)(=O)Cc2ccccc2Cl)CC1	1	.	.	-15	4	8	12	.
CN(C(=O)c1ccc(NC(=O)Cc2cccc(NC(=O)C3CCN(C(=O)c4ccccc4)CC3)c2)cc1)C1CC1	0	-2	0	25	-40	9	-1	-5
OCC[C@H]1C[C@@H](O)[C@H](O)[C@]2(CCCO2)O1	-2	-2	3	11	-18	11	3	4
COC(=O)[C@H](CC(C)C)NC(=O)N1CCN(c2cccc(C(F)(F)F)c2)CC1	1	-2	-15	-4	.	.	18	-1
O=C1CNC[C@@H]2[C@@H](c3ccc(-c4ccccc4F)cc3)[C@@H](CO)N12	0	.	10	-6	.	-1	.	-9
CC(=O)C1=C(c2ccccc2)NC(=O)NC1c1ccccc1 (configuration not stated)	0	-5	-1	-7	16	3	-6	20
COc1cccc(CCNC(=O)CCc2nnc(Cc3cc(OC)ccc3OC)o2)c1	-2	-3	12	-18	-25	-4	1	-38
COCCNCCCCOc1ccc(C)cc1[N+](=O)[O-]	.	10	.	-6	-3	-4	-3	.
CC(=O)c1cccc(N=Cc2c(O)c3ccccc3oc2=O)c1	-1	11	.	2	2	-11	-3	14
COc1cc(SC)ccc1C(=O)OCC(=O)NC1CCCC1	0	5	.	1	0	2	0	4
CC(C)(C)c1nc2ccccc2c2nnc(SCC(=O)NCc3ccco3)n12	.	5	0	-4	.	-5	-1	.
CN1CCN(c2ccc(S(=O)(=O)Nc3ccccc3)cc2[N+](=O)[O-])CC1	-2	.	.	6	-19	1	.	7
Cn1c(SCC(=O)Nc2ccc(NC(=O)c3cccc(F)c3)cc2)nnc1-c1ccncc1	-6	.	.	5	4	9	5	-9
COc1cc(C=NC2CCCCC2)ccc1O	0	-6	-1	-18	-34	.	-1	7
Cc1c(Cl)cccc1NC(=O)CNC(=O)CCCc1nc2ccccc2c(=O)[nH]1	5	.	.	-4	-4	-2	.	0
CC1CCCC(C)N1C(=O)COC(=O)COc1ccc(C#N)cc1 (configuration not stated)	-1	4	10	-3	-13	-28	-1	-56
COc1cc(/C=N/Nc2ccccn2)ccc1O	-1	.	.	-55	-145	9	.	-39
Cc1ccc(C)c(NC(=O)Nn2cnnc2)c1	4	-2	.	-13	-13	-5	-3	.
O=C(NC(Cc1ccccc1)C(=O)O)NC12CC3CC(CC(C3)C1)C2 (configuration not stated)	0	1	8	12	20	-3	2	9
O=C(c1ccncc1)N1CC2(C1)[C@@H](c1ccccc1)[C@@H](CO)N2CC1CCCC1	0	.	1	-7	.	-13	.	4
CSC1=C(C#N)C(c2sccc2C)CC(=O)N1 (configuration not stated)	0	-6	1	-2	14	.	.	7
CC(=O)Nc1cccc(C(=O)Nc2cccc(S(=O)(=O)NCc3ccco3)c2)c1	2	48	0	-8	1	6	3	-2
CCOC(=O)c1[nH]c2ccccc2c1NC(=O)CC(C)(C)C	2	5	9	1	19	-6	0	13
CCOc1cc(C(=O)OCC(=O)c2cc(C)n(CC3CCCO3)c2C)ccc1OCC(=O)N1CCOCC1 (configuration not stated)	9	4	.	.	-27	9	-2	-7
CC1(C)CC(=O)C=C(c2ccc(COC(=O)/C=C/c3ccccc3)cc2)C1=O	1	2	7	11	4	.	4	-31
O=C(C1CCC1)N1C[C@H]2[C@@H](c3ccccc31)[C@H](CO)N2C(=O)c1ccccc1F	1	10[16.7 µM]	-8	-2	0	-3	47	-4
COc1cccc(NC(=O)CN(C)C(=O)C23CC4CC(CC(Cl)(C4)C2)C3)c1	-1	-4	-5	-1	-7	0	-1	-2
COc1ccccc1CN1[C@@H](CO)[C@@H](c2ccccc2)C12CN(C(=O)c1ccccn1)C2	3	.	-9	11	.	.	.	6
C=CCn1c(C)nnc1SCC(=O)Nc1oc(C)c2c(C)n[nH]c(=O)c12	-2	.	.	5	-9	0	.	2
COc1cccc(Oc2cncnc2-c2ccc(OC)cc2O)c1	.	3	-8	.	.	9	-1	.
COc1ccc(NC(=O)N(C)C[C@H]2Oc3ncc(C#CCC(C)C)cc3C(=O)N([C@@H](C)CO)C[C@@H]2C)cc1	-1	-9[16.7 µM]	-2	2	.	-5	-1	6
CCC(=O)NCCNc1nc2cc(C)cc(C)c2cc1C#N	1	3	-10	2	-5	-8	.	-1
O=S(=O)(Nc1ccc(Cl)cc1)c1cccc2cccnc12	-2	99*	-1	-2	-9	-16	-2	-13
COc1ccc2c3c([nH]c2c1)[C@@H](CO)N(C(=O)Nc1ccc(F)cc1)CC31CCN(C(=O)Cc2ccncc2)CC1	-5	.	9	2	-10	-5	.	.
NC(=O)C1CCN(C(=O)c2ccco2)CC1	.	7	-11	21	.	.	4	.
COc1ccc(C(=O)CCC(=O)N2CCN(c3cc(C)ccc3C)CC2)cc1	.	0	6	4	12	5	-5	-9
